Source: PubChem
ATG4B inh – ATG4B (human) cysteine protease inhibition; ATG4B cleavage of LC3-PLA2, NBD-HPC fluorescence, 1 h; AID 504462; hit rate 0.51% among 340,000; inhibition, % at 8.33 µM; Q9Y4P1; in the data active means inhibition above about 40%
Target sequence (Q9Y4P1 whole entry, looked up): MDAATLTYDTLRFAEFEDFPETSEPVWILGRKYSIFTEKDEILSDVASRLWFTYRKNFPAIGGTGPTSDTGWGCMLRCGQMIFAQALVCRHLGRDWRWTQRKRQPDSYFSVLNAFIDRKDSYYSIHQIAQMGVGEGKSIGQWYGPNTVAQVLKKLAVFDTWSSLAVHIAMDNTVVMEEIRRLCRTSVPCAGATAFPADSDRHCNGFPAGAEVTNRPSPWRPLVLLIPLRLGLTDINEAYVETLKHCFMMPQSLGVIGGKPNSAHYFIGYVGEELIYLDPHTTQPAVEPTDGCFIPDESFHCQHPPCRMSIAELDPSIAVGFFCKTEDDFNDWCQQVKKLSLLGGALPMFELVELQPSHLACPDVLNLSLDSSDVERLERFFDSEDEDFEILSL
MPTP inh – inhibitors of mitochondrial permeability transition pore; inhibition, % at 10 µM; AID 602449; isolated mouse mitochondria, Ca2+ swelling absorbance, 30 min; hit rate 1.4% among 360,000;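 active means inhibition of 50% or more, scaled per plate between neutral and stimulator controls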;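 further: 0% = DMSO wells given calcium and 100% = 1 mM EGTA wells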
* marks the source's active call; other numbers are inactive results. Not all compounds are listed; rates above refer to the full screens.

SMILES	ATG4B inh	MPTP inh
O=C(NC(Cc1ccccc1)C(=O)Oc1ccc2c(C(F)(F)F)cc(=O)oc2c1)OCc1ccccc1 (configuration not stated)	2	4.0
Cc1ccc(-c2nc(=S)c3c(n2Cc2ccco2)CCCC3)cc1	29	3.0
CCN1CCC(O)(C(C(=O)OC)c2ccccc2)CC1 (configuration not stated)	-7	-1.9
O=C(c1ccccc1)c1ccc(OCC(O)CNCc2cccc(Cl)c2)cc1 (configuration not stated)	8	3.4
CC(C)Cn1cnc2c(SCc3ccccc3)nc(N)nc21	3	0.1
O=C(Cc1cccc(NC(=O)C2CCCN(C(=O)C3CCCC3)C2)c1)Nc1cccc(C(=O)N2CCCCC2)c1 (configuration not stated)	-16	-1.4
CCCCCCn1c(=O)[nH]c2nc3cc(N)c(C)cc3nc2c1=O	-68	21
COc1ccc(-n2cnc3cc([N+](=O)[O-])ccc32)cc1	0	-0.9
CC(=O)OC[C@H]1O[C@@H](Oc2cc3ccc(=O)oc3cc2OC(C)=O)[C@H](OC(C)=O)[C@@H](OC(C)=O)[C@@H]1OC(C)=O	0	-0.5
Cc1ccc2c(C)cc(=S)[nH]c2c1	-3	-1.8
Cc1ccc(-c2cc(C(=O)N/N=C/c3c[nH]c4ccccc34)[nH]n2)cc1	-17	0.7
O=C(NNC(=O)c1cccc2ccccc12)c1ccc(Cl)c(Cl)c1	-1	-0.4
CN(C)/C=N/C1=C(C#N)C(c2cccs2)c2ccc3ccccc3c2O1 (configuration not stated)	-10	2.5
Cc1c2cnccc2c(C)c2c1oc1ccccc12	-4	-0.1
Cc1cc(C)n(-c2nc3ccccc3c(=O)n2OCC(=O)OCc2ccccc2)n1	-1	-2.1
COc1cccc(OCCOc2ccc(/C=C3\C(=N)N4N=C(S(C)(=O)=O)SC4=NC3=O)cc2OC)c1	14	2.4
CN(C(=O)c1cccc(NC(=O)Cc2cccc(NC(=O)C3CCCN(C(=O)C4CCCCC4)C3)c2)c1)C1CC1 (configuration not stated)	-9	0.4
CCCc1nnn(S(=O)(=O)c2ccc([N+](=O)[O-])cc2)c1CCC	0	-0.8
S=c1[nH]nc(SCc2ccccc2)c2[nH]cnc12	4	0.2
CC(C)(C)OC(=O)N(CCc1ccccc1)Cc1ccccc1OCc1cccc(NC(=O)C2CCC2)c1	-2	-0.6

Rewritten in markdown: entries from further up
| Structure | ATG4B inh | MPTP inh |
| --- | --- | --- |
| Cc1ccc(-c2cc(C(=O)N/N=C/c3c[nH]c4ccccc34)[nH]n2)cc1 | -17 | 0.7 |
| O=C(NNC(=O)c1cccc2ccccc12)c1ccc(Cl)c(Cl)c1 | -1 | -0.4 |
| CN(C)/C=N/C1=C(C#N)C(c2cccs2)c2ccc3ccccc3c2O1 (configuration not stated) | -10 | 2.5 |

The list goes on.
SMILES	ATG4B inh	MPTP inh
COc1ccc(-c2c(C)nn3c(N4CCOCC4)cc(C)nc23)cc1OC	-4	-1.0
CC1(C)C(=O)C=CC(=O)C(C)(C)C(=O)C=CC(=O)C(C)(C)C2=CC=C(O2)C(C)(C)C(=O)C=CC1=O	-10	0.9
CCOC(=O)C1C(=O)NC(C(=O)OCC)(C(=O)OCC)C1C(C)CC (configuration not stated)	-5	-0.2
O=C(NN1CCCCCC1)c1ccccc1F	3	-0.2
COc1ccccc1C(CNC(=O)CNC(=O)c1cccc(Cl)c1)N1CCCC1 (configuration not stated)	-9	-1.4
C=CCN(CC=C)c1ncnc2[nH]ncc12	9	-2.1
CN(Cc1ccccc1)C(=O)c1ccc(NC(=O)Cc2ccc(NC(=O)C3CCCN(C(=O)c4ccccc4)C3)cc2)cc1 (configuration not stated)	-12	-0.5
CN(C(=O)c1cccc(NC(=O)Cc2ccc(NC(=O)C3CCCN(C(=O)C4CCC4)C3)cc2)c1)C1CC1 (configuration not stated)	-7	-0.7
Cn1c(=O)c2[nH]c(SCc3cccnc3)nc2n(C)c1=S	5	-0.6
Cc1cc(C)cc(-c2nnc(SCC(=O)NCC3CCCO3)o2)c1 (configuration not stated)	1	-1.3
O=C(c1ccccc1)c1c[nH]c2ccccc12	2	-0.1
O=[N+]([O-])c1cc(Br)c(O)c(/C=N/Nc2nc3ccccc3s2)c1	16	82*
Cc1ccc2c(c1)-c1cc(C)ccc1C2=O	2	0.0
c1csc(CNc2ccc3c(c2)OCCO3)c1	9	-1.5
CC(=O)OC(=C(OC(C)=O)c1ccccc1)c1ccccc1	1	-0.1
O=C(Cc1cccc(NC(=O)C2CCCN(C(=O)C3CC3)C2)c1)Nc1ccc(C(=O)N2CCOCC2)cc1 (configuration not stated)	-9	0.3
CCCCN1C[C@H](CO)Oc2cccc(F)c2S1(=O)=O	6	1.6
COc1ccc(S(=O)(=O)N2C[C@H]3CON(C)[C@H]3C[C@H]2c2cccc(Br)c2)cc1	-1	0.2
O=C(COc1cccc2ccccc12)NNC(=O)CSCCO	6	-0.3
c1coc(-c2nc3nc4ccccc4nc3n2-c2ccc3c(c2)OCCO3)c1	-5	-0.4
O=C(NN=Cc1ccc(O)cc1)C(=O)NN=Cc1ccc(O)cc1	-6	-1.4
O=C(Cc1ccc(NC(=O)C2CCCN(C(=O)c3ccccc3)C2)cc1)Nc1ccc(C(=O)N2CCOCC2)cc1 (configuration not stated)	-2	-0.5
CN(C)Cc1cc(C(C)(C)c2ccccc2)ccc1O	6	1.1
COc1ccc(CCn2c(C)cc3c(c2=O)C(c2ccncc2)C(C#N)=C(N)O3)cc1OC (configuration not stated)	-2	7.4
Cn1c(=O)c2c(nc(CN3CCN(c4ccccc4)CC3)n2Cc2ccccc2Cl)n(C)c1=O	-16	2.3
N#CC1=C(Nc2ccccc2)SC=C(c2ccccc2)N=C1N1CCOCC1	0	-0.7
COc1ccc(-c2nnc(-c3ccc4ccccc4c3)o2)cc1	-6	0.5
Cc1nc2nc(SCc3ccccc3)[nH]n2c(=O)c1C	-2	-0.4
C=C1[C@@H](CCO)N(S(=O)(=O)C(C)(C)C)C[C@@H]1C	11	1.0
Cc1cc(C)cc(OCC(=O)O/N=C(\N)c2cccnc2)c1	-1	0.4

Overlap with the part before: six compounds, followed by the next part.
SMILES	ATG4B inh	MPTP inh
Cn1c(=O)c2c(nc(CN3CCN(c4ccccc4)CC3)n2Cc2ccccc2Cl)n(C)c1=O	-16	2.3
N#CC1=C(Nc2ccccc2)SC=C(c2ccccc2)N=C1N1CCOCC1	0	-0.7
COc1ccc(-c2nnc(-c3ccc4ccccc4c3)o2)cc1	-6	0.5
Cc1nc2nc(SCc3ccccc3)[nH]n2c(=O)c1C	-2	-0.4
C=C1[C@@H](CCO)N(S(=O)(=O)C(C)(C)C)C[C@@H]1C	11	1.0
Cc1cc(C)cc(OCC(=O)O/N=C(\N)c2cccnc2)c1	-1	0.4
CCn1c2ccccc2c2cc(/C=C(/C#N)C(N)=S)ccc21	7	0.9
O=C(c1ccccc1)N1CCN(c2ccccc2)CC1	8	0.7
COc1ccc(NC(=O)NS(=O)(=O)c2ccc(C)cc2)cn1	7	-0.5
C1=C(CCNc2ncnc3c2[nH]c2ccccc23)CCCC1	49*	104*
COCCN(C(=O)COC(=O)CNC(=O)c1ccc(C)cc1)c1c(N)n(Cc2ccccc2)c(=O)[nH]c1=O	2	-2.0
CCN(C(=O)COC(=O)/C=C/c1ccco1)c1c(N)n(Cc2ccccc2)c(=O)[nH]c1=O	-6	-0.7
CCC(=O)Oc1ccc2c(C)cc(=O)oc2c1C(=O)c1ccccc1	-1	2.6
Cc1ccccc1NN=Nc1nc2c([nH]1)c(=O)n(C)c(=O)n2C	-5	0.2
N#Cc1ccc(N)cc1OCCCN1CCCCC1	2	0.2
S=c1[nH]nc(-c2ccccn2)n1/N=C/c1ccc(-c2ccccc2Br)o1	-1	-2.2
Cc1ccc(NCSc2ccc(Cl)cc2)cc1	6	1.1
CCOc1ccc(NC(=O)CN2CCN(CC(=O)c3ccc(OCC)cc3)CC2)cc1	9	3.6
O=C(CSc1nnc(-c2ccncc2)o1)N1CCCCCC1	-6	-0.7
Cc1cccc(N2NC(=O)/C(=C/c3ccc(-c4ccc(Cl)c(C(=O)O)c4)o3)C2=O)c1	0	1.3
COc1ccc2nc(NC(=O)CCc3nc(-c4ccccc4F)no3)sc2c1	-2	-0.4
Cc1ccc(S(=O)(=O)/N=C(\CCl)N2CCOCC2)cc1	-6	0.3
Cc1ccc2cccc(N=Cc3c(C)[nH]n(-c4ccccc4)c3=O)c2n1	-31	-1.6
COC1=C/C(=C/c2c(N)n3nc(-c4ccc(C)cc4)sc3nc2=O)C=CC1=O	28	0.2
C[C@@H]1NS(=O)(=O)c2cc(Cl)ccc2O[C@@H]1c1ccccc1	-5	-1.2
COc1cc(NCCCC(C)N)c2ncccc2c1 (configuration not stated)	20	-5.4
Cc1cccn2c(=S)[nH]nc12	-3	-0.2
CN(Cc1ccccc1)c1ncnc2[nH]ncc12	5	-2.0
O=C(CSc1nc(-c2ccc(F)cc2)nc2c1Cc1ccccc1O2)Nc1cccc(C(=O)O)c1	6	0.2
CCOc1ccc(NC(=O)Cn2cncc2-c2ccc([N+](=O)[O-])cc2)cc1	4	1.6
O=C(COC(=O)/C=C/c1ccc(Cl)cc1)Nc1ccccc1-c1ccccc1	13	0.3
COc1ccccc1CCNC(=O)c1cc(-c2ccncc2)nc2ccc(Br)cc12	2	1.5
O=C(O)CC1Cc2ccccc2C1C(=O)O (configuration not stated)	3	-0.7
N#CCOc1ccccc1CNC[C@H]1O[C@@H](n2cnc(C(N)=O)n2)[C@H](O)[C@@H]1O	-6	0.5
NC(=O)C1C(=O)c2ccccc2C1(C[N+](=O)[O-])c1ccccc1 (configuration not stated)	0	-1.6
Cc1cc(C)c(CN2CCN(CCCn3cnc(C(=O)Nc4ccc(C)c(C)c4)n3)CC2)c(C)c1	-11	2.3
N#Cc1ccc(CCc2ccccc2)[nH]c1=O	-1	-1.7
O=C1C(=Cc2ccco2)CCC1=Cc1ccco1	22	1.7
O=C(Nc1nc(-c2cccs2)c(-c2cccs2)s1)C1CCCC1	50*	20
NNC(=O)C1C(O)CCC2CN3CCc4c([nH]c5ccccc45)C3CC21 (configuration not stated)	2	-1.2
CN(C(=O)c1cccc(NC(=O)Cc2ccc(NC(=O)C3CCN(C(=O)C4CCCC4)CC3)cc2)c1)C1CCCCC1	-2	-0.2
COC(=O)c1ccn(Cc2ccccc2Cl)n1	-5	0.1
O=C1C=C(O)c2[nH]c(=O)ccc2C1=O	8	-0.7
Cc1ccc(NC(=O)c2ncn(CCCN3CCN(Cc4cccc5ccccc45)CC3)n2)cc1C	-9	2.6
COc1ccccc1Nc1nc(-c2c(C)nc3ncccn23)cs1	-13	71*
O=[N+]([O-])c1ccc(CC(Cl)c2ccccn2)cc1 (configuration not stated)	6	-1.5
COC(=O)c1ccc(COc2ccc3ccc(=O)oc3c2)o1	-2	0.9
CCN(CC)CCOCCn1c(C)ccc1C	5	-0.8
COC(=O)c1sc2ccccc2c1C(=O)OC	-12	0.0
O=S(c1ccccc1)C(c1ccccc1)c1ccccc1 (configuration not stated)	-3	-0.9
Cn1c(=O)c2[nH]c(C3CC3)nc2n(C)c1=O	8	-0.1
CSC1SCC2C(=O)N(C)C(C(C)C)C(=O)OCC(NC(=O)c3cnc4ccccc4n3)C(=O)NC(C)C(=O)N(C)C1C(=O)N(C)C(C(C)C)C(=O)OCC(NC(=O)c1cnc3ccccc3n1)C(=O)NC(C)C(=O)N2C (configuration not stated)	-23	-1.5
COc1ccc(NC2=Nc3ccccc3N[C@@]23C[C@H]2CCCC(=O)N4CC[C@@H](C3)[C@@H]24)cc1	-11	-1.9
COc1ccc(CNCCS(=O)(=O)NCc2ccccc2)cc1	-4	-1.4
Cc1ccc(NS(=O)(=O)c2cc([N+](=O)[O-])ccc2NNC(=S)Nc2cccc(Cl)c2)c(C)c1	88*	86*
CCCCn1cnc2c(SCc3ccccc3Cl)nc(N)nc21	33	-0.9
Going on with the list.
SMILES	ATG4B inh	MPTP inh
CNC(=O)c1nn(C)c(=O)[nH]c1=O	1	-0.1
Nc1cc2c(cc1Cl)-c1ccc(Cl)cc1C2	-6	1.4
COCCN(C(=O)COC(=O)c1ccc(-c2ccccc2)cc1)c1c(N)n(Cc2ccccc2)c(=O)[nH]c1=O	-22	0.1
c1ccc(CCCCc2ccccn2)cc1	-9	-1.0
NC(=S)N/N=C\c1c2ccccc2cc2ccccc12	-9	1.1
CN(Cc1ccccc1)C(=O)c1ccc(NC(=O)Cc2ccc(NC(=O)C3CCN(C(=O)C4CCCC4)CC3)cc2)cc1	-16	0.2
CC(=O)Nc1ncc(Sc2ccc([N+](=O)[O-])cc2)s1	-2	0.0
O=c1ccn([C@@H]2O[C@H](CNCC3=Cc4cc(O)ccc4OC3)[C@@H](O)[C@H]2O)c(=O)[nH]1	2	-0.5
O=[N+]([O-])c1cccc(S(=O)(=O)Nc2nc3ccccc3nc2Nc2cccc(S(=O)(=O)N3CCCCC3)c2)c1	46*	60*
Cc1ccccc1C(=O)c1ccccc1C(=O)c1ccccc1	-7	-1.2

Three entries out of the list, sorted by SMILES length, descending:
SMILES	ATG4B inh	MPTP inh
CN(Cc1ccccc1)C(=O)c1ccc(NC(=O)Cc2ccc(NC(=O)C3CCN(C(=O)C4CCCC4)CC3)cc2)cc1	-16	0.2
COCCN(C(=O)COC(=O)c1ccc(-c2ccccc2)cc1)c1c(N)n(Cc2ccccc2)c(=O)[nH]c1=O	-22	0.1
CC(=O)Nc1ncc(Sc2ccc([N+](=O)[O-])cc2)s1	-2	0.0

(list continues)
SMILES	ATG4B inh	MPTP inh
C#CCOCCOCCOCCNc1nc(N2CCN(C(=O)Cn3cc(CC(C)O)nn3)CC2)nc(N2CCN(C(=O)[C@H]([C@@H](C)O)n3cc(CCCCN)nn3)CC2)n1 (some centres not stated)	-1	1.2
CCc1nc(N2CCN(C(=O)c3ccco3)CC2)c2oc3ccccc3c2n1	19	1.4
COc1cc(C2c3cc4c(cc3C(O)C3COC(=O)C23)OCO4)cc(OC)c1OC (configuration not stated)	-5	2.0
CC1(C)Oc2c(ccc(O)c2CN2CCOCC2)C2=C1CCCC2	4	0.3
CCN(CC)c1ccc2cc(-c3nc4ccccc4n3C)c(=O)oc2c1	-8	-1.1
O=C(Nc1cccc2ccccc12)c1ccc(Br)o1	-9	-2.2
